# High-throughput results from PubChem.
# POLB inh = DNA polymerase beta (human) inhibition | P06746 | Pol beta primer extension/strand displacement, fluorescence kinetic | Potency, µM (series often up to 114 µM), for inactives: at the top dose activity change, negative = inhibition, usual class: inhibitors | 340,000 compounds, 1.3% hits | AID 485314; also: potency is read from the fitted curve at half-maximal effect; % is scaled to controls: 0 for no effect and ±100 for the full control effect
#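 Reaction started by 50 nM substrate onto compound-treated Pol beta (10 nM, 15 min preincubation, room temperature); plates read at 0 min and 10 min. Normalized concentration-effect data fitted by four-parameter Hill equation.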
# Pol kappa inh = blocks human DNA polymerase kappa activity. purified Pol kappa, fluorescent DNA synthesis assay, 10 min. Potency, µM (doses to about 107 µM), without a hit: top-dose activity, negative = inhibition, usual class: inhibitors. 400,000 compounds, 0.53% hits. AID 588579; also: potency is read from the fitted curve at half-maximal effect; % is scaled to controls: 0 for no effect and ±100 for the full control effect
#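 10 nM Pol kappa preincubated 15 min at room temperature with compounds, then reaction started with substrate at 50 nM final. Fluorescence read kinetically at 0 and 10 min; buffer-only wells served as negative control.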
# APEX1 inh = blocks human APE1 abasic DNA cleavage | Potency, µM (titrated, usually from 65.8 µM), for inactives: at the highest dose activity change, negative = inhibition, usual class: inhibitors | recombinant APE1, TAMRA/BHQ-2 abasic DNA cleavage fluorescence | 350,000 compounds, 0.35% hits | P27695;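 also: potency is read from the fitted curve at half-maximal effect; plate controls were vehicle for no effect and reference inhibitor for full effect; nearly all actives have a fitted effect of over 55% in size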
#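 0.75 nM APE1 + cpd, 15 min RT; start w/ 50 nM TAMRA/BHQ-2 THF-abasic dsDNA; kinetic fluor 525/598 nm ×3 reads @60 s; Δ(read3−read1); normalized to DMSO and NSC13755 control wells.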
# Apoferritin bind = binds horse apoferritin like a general anesthetic | Potency, µM (doses to about 77.5 µM), inactives show at the top dose activity change, negative = displacement, hits mostly inhibitors | AID 485281 | P02791 | 350,000 compounds, 0.074% hits | apoferritin/1-aminoanthracene competitive binding, fluorescence; also: potency is read from the fitted curve at half-maximal effect; % is scaled to controls: 0 for no effect and ±100 for the full control effect; nearly all actives have a fitted effect of over 20% in size
#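 Steps: apoferritin (10 uM) was premixed with half-saturated 1-AMA in PBS, compounds were pin-transferred, plates stood 10 min at room temperature, fluorescence was read at 380/535 nm, and curves were fitted with a Hill equation.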
# Pol eta inh = inhibitors of human DNA polymerase eta; recombinant Pol eta, fluorescent DNA replication assay; Potency, µM (top dose mostly 114 µM), for the others: at the top dose activity change, negative = inhibition, most hits filed as inhibitors; 390,000 compounds, 1.2% hits; AID 588591; also: potency is read from the fitted curve at half-maximal effect; % is scaled to controls: 0 for no effect and ±100 for the full control effect
#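 Pol eta at 10 nM preincubated with compounds 15 min at room temperature; reaction started with fluorescent substrate (50 nM final) and read kinetically at 0 and 10 min.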
# BLM helicase inh = blocks DNA unwinding by human BLM helicase; P54132; 350,000 compounds, 0.2% hits; Potency, µM (doses to about 56.1 µM), without a hit: top-dose activity change, negative = inhibition, hits mostly inhibitors; recombinant BLM DNA unwinding, fluorescence dequenching;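 also: potency is read from the fitted curve at half-maximal effect; plate controls were vehicle for no effect and no enzyme for full effect; nearly all actives have a fitted effect of over 35% in size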
# Target sequence (P54132 whole entry, looked up): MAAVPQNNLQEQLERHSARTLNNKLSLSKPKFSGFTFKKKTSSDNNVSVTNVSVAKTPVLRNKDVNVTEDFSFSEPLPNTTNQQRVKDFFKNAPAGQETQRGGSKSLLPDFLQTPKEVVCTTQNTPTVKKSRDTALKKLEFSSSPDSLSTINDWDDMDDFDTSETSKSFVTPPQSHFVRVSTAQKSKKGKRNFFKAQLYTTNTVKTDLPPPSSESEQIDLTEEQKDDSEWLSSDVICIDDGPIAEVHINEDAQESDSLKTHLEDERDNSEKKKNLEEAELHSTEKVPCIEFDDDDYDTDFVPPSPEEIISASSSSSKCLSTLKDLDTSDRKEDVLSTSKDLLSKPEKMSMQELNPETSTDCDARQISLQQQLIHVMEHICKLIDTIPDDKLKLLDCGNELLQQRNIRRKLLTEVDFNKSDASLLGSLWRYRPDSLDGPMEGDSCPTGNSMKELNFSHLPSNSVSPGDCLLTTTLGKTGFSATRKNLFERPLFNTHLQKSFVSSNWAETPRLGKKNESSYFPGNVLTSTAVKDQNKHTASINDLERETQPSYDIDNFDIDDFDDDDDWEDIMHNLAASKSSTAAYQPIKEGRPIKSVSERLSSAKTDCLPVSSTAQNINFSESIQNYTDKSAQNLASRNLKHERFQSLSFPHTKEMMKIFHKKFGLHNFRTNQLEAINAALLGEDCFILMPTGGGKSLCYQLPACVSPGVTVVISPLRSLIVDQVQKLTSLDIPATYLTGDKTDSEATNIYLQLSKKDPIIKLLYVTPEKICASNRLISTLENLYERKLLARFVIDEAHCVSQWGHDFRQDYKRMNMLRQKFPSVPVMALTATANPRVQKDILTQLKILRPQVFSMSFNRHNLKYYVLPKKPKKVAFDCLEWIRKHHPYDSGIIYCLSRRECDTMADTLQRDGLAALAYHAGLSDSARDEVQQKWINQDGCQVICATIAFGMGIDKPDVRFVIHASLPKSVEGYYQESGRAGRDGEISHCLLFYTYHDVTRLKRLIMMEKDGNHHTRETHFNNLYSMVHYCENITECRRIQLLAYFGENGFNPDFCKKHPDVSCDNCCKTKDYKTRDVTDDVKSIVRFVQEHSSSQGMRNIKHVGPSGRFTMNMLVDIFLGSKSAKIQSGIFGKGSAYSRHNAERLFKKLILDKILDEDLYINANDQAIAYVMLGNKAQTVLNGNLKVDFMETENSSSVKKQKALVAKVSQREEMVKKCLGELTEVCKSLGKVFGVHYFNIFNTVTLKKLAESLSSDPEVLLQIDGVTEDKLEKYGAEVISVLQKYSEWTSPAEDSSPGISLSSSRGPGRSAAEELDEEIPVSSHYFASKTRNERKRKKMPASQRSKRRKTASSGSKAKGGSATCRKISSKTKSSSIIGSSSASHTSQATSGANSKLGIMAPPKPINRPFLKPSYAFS
# Tb PGK inh = inhibitors of T. brucei phosphoglycerate kinase | P07378 | PGK/GAPDH coupled, Kinase-Glo luminescence, 60 min | Potency, µM (highest dose often 57.5 µM), inactives show at the highest dose activity change, negative = inhibition, actives largely listed as inhibitors | 380,000 compounds, 0.043% hits; also: potency is read from the fitted curve at half-maximal effect; % is scaled to controls: 0 for no effect and ±100 for the full control effect; nearly all actives have a fitted effect of over 60% in size
#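 Recombinant glycosomal PGK reaction used 1,3-bisphosphoglycerate generated in-well by GAPDH (100nM final) in 100mM TEA pH 7.6, 5mM MgCl2, 0.01% Tween-20. After 60 minutes at room temperature, ATP was read by Kinase-Glo Plus luminescence end-point.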
# RXFP1 antagonist = RXFP1 (human) relaxin receptor antagonism | HEK293-RXFP1, relaxin-stimulated cAMP HTRF, 30 min; stronger effect = lower value | AID 1259400 | 350,000 compounds, 0.59% hits | Q9HBX9 | activity change, negative = inhibition, % at 57.5 µM;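 active = activity change of -60% or lower, but not beyond a set lower limit; inconclusive = change between -60% and -40%, or beyond the set limit; inactive = change above -40%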; also: % is scaled to controls: 0 for no effect and ±100 for the full control effect
# POLI inh = inhibitors of human DNA polymerase iota; Potency, µM (series often up to 115 µM), inactives show at the highest dose activity, negative = inhibition, most hits filed as inhibitors; AID 588590; Pol iota fluorescent replication assay, 10 min; 390,000 compounds, 1% hits; also: potency is read from the fitted curve at half-maximal effect
#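 Fluorescent replication assay read twice, at 0 min and 10 min after adding 50 nM (final) substrate. Enzyme (10 nM) and compounds were first incubated 15 min at room temperature; enzyme-free buffer wells were negative controls.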
# Active calls of the source: *; i = inactive; ? = inconclusive; nt = no result given; & = joins results of further samples; [ ] = dose if it differs, or a comment. Unless noted, calls follow the shape of the dose curve; as a rule, active = well fitted curve in the direction sought with a large enough effect; inconclusive = small, poorly fitted or top-dose-only effect, or another doubt; inactive = no such curve, though single readings can be large; an effect the other way counts as inactive or inconclusive.
# Each structure is followed by: APEX1 inh | POLI inh | Pol kappa inh | Apoferritin bind | RXFP1 antagonist | Tb PGK inh | POLB inh | BLM helicase inh | Pol eta inh
- CCS(=O)(=O)N1Cc2ccccc2CC1C(=O)Nc1ccc(F)c(F)c1 (stereo not drawn)
→ 60.9%[activator] | 51.2%[activator] | -0.7% | -9.7% | 20.3 | 1.9% | 12.8% | -5.2% | -20.5%
- Cc1nc2ccc([N+](=O)[O-])cc2c(=O)n1Cc1ccccc1Br
→ 12.4% | 145.0%[activator] | -4.7% | -8.8% | -13.8 | -9.6% | 20.7% | -2.9% | -23.7%
- CCCN(CC(=O)Nc1ccc(Cl)cc1Cl)C(=O)/C=C/c1ccco1
→ -4.8% | 15.1% | -18.8% | -20.6% | -4.0 | -3.0% | -8.8% | -5.8% | -16.3%
- Cc1oc(-c2ccc(Cl)cc2)nc1CS(=O)CC(=O)NCCc1ccccc1 (stereo not drawn)
→ nt | -21.6% | -2.4%[60.1 µM] | -11.5% | -20.8 | i | -7.3% | -7.8% | 5.1%
- CCOc1cccc(=O)c2c(C)oc(C)c12
→ ? | -4.0% | -9.3% | -17.1% | -8.6 | -9.6% | 4.6% | -6.5% | -1.4%
- Cn1c(Cn2cnc3ccccc32)nc2ccccc21
→ 5.3% | 0.2% | 9.2% | -6.8% | 2.6 | i | 3.8% | 0.8% | -11.9%
- O=C(CCN1C(=O)c2ccccc2C1=O)Nc1cccc(S(=O)(=O)N2CCCCC2)c1
→ 7.6% | -8.0% | -5.2% | -18.3% | -3.7 | -9.4% | 20.8% | -3.2% | -12.9%
- S=C(NCCCc1ccccc1)NCc1ccccc1
→ 45.6% | 40.1%[activator] | -9.2% | ? | -5.1 | -8.0% | -15.4% | -1.8% | -11.7%
- Cc1ccc(N=Cc2c(O)c3ccccc3oc2=O)cc1F
→ 33.2% | 12.1% | 4.2% | -3.7% | -2.0 | 6.7% | 1.0% | -3.2% | -14.0%
- O=C(CSc1nc2ccc(NC(=O)C3CCCCC3)cc2s1)NCC1CCCO1 (stereo not drawn)
→ 21.7% | -7.1% | -4.5% | -2.4% | -5.6 | -5.4% | 10.0% | 3.6% | -10.2%
- O=C(/C=C/c1ccc(Cl)c(Cl)c1)NCCCn1ccnc1
→ 46.6% | 26.9% | -4.0% | -13.9% | 14.7 | 0.0% | -11.1% | 2.2% | -7.0%
- C[C@@H](NC(=O)CN1C(=O)c2ccccc2S1(=O)=O)c1ccccc1
→ 66.0%[activator] | -7.8% | 0.0% | -10.1% | 7.3 | 0.4% | 15.3% | 0.1% | -6.0%
- Cc1ccc2nc(Cl)nc(-c3ccccc3)c2c1
→ 0.7% | 73.1%[activator] | -18.9% | -15.8% | 2.8 | i | -0.2% | 4.2% | -10.4%
- COc1cccc(NC(=O)N2C3CCCC2CC(NC(=O)C(C)(C)C)C3)c1 (stereo not drawn)
→ 16.7% | 21.0% | 6.7% | -2.7% | 2.4 | 0.3% | 24.1% | -5.2% | -11.1%
- COc1ccccc1C(=O)NCCNc1ccc([N+](=O)[O-])cc1Cl
→ -6.1% | 31.8% | -5.3% | -6.5% | -0.6 | 4.0% | 4.6% | -0.6% | -17.5%
- CN(CCc1ccccn1)C(=O)CCC1CCCN(C(=O)c2ccsc2)C1 (stereo not drawn)
→ 20.3% | 17.7% | 4.7% | -6.5% | -1.3 | i | 55.2% | -0.7% | -12.0%
- Cc1ccc(CN(C(=O)COc2ccc([N+](=O)[O-])cc2)c2ccccn2)cc1
→ nt | 0.3% | -3.1% | ? | nt | 0.7% | 17.5% | -6.8% | -6.3%
- CCOc1cc(NC(=S)NCCCN2CCOCC2)c(OCC)cc1NC(=O)c1ccco1
→ 37.5% | 17.2% | -1.6% | -0.4% | -5.3 | 4.4% | -22.9% | 1.5% | 2.4%
- C=C(C)C(=O)Nc1cccc(C2=NOC3(C2)C[C@H](C(N)=O)N(C(=O)/C=C/C)C3)c1 (stereo partly drawn)
→ ? | ? | ? | -4.3% | nt | ? | 5.01µM* | 0.9% | 8.91µM*
- COC(=O)C1=C(Nc2ccc(OC)cc2)C=C(C)C(C(=O)OC)C1c1ccc(C)cc1 (stereo not drawn)
→ ? | -2.8% | -10.2% | 69.0%[activator] | 3.8 | 7.8% | 15.4% | -8.3% | -17.8%
- CCOc1ccccc1N(CC(=O)N/N=C(\C)c1cccc(Br)c1)S(C)(=O)=O
→ 3.1% | 98.1%[activator] | -9.8% | -20.7% | -13.4 | 6.7% | 19.5% | -5.4% | -8.9%
- Cc1ccsc1-c1cc(C(=O)O)c2c(ccc3ccccc32)n1
→ -11.5% | 83.5%[activator] | -6.0% | 81.9%[activator] | 19.2 | -7.6% | 13.8% | -6.7% | -17.0%
- COc1ccc(S(=O)(=O)N2CCCCC2)cc1NC(=O)CSc1ncnc2ccccc12
→ -2.4% | 10.4% | -4.2% | -2.7% | nt | 0.5% | -22.4% | -3.2% | -22.3%
- Cc1sc(-c2cc3c([nH]c2=O)CC(c2ccccc2)CC3=O)nc1-c1ccc(Cl)cc1 (stereo not drawn)
→ nt | 13.1% | -2.6% | -13.1% | -12.1 | -4.3% | 0.0% | -5.3% | -1.9%
- O=C(NN=Cc1cccc2ccccc12)C1CC1
→ nt | 41.0%[activator] | 9.3% | nt | 16.6 | -0.4% | nt | nt | -6.2%
- CCOC(=O)N1CCN(c2c(N3CCN(c4ccccc4F)CC3)c(=O)c2=O)CC1
→ 0.2% | 48.9%[activator] | -6.0% | -4.1% | -17.4 | 7.0% | 0.4% | 1.0% | 3.5%
- Nc1nnc(Sc2ccc(Cl)cc2[N+](=O)[O-])s1
→ 13.6% | 41.0%[activator] | 2.1% | 0.1% | -10.1 | -1.5% | 2.5%[57.1 µM] | 0.0% | -2.3%
- C=CCn1c(SCCCC)nc(O)cc1=O
→ 1.3%&-1.6% | 26.1%&10.9% | -2.7%&-19.4% | 0.1%&-6.1% | -11.8 | -8.7%&-8.3% | 3.4%&3.4% | -11.1%&-3.5% | -4.0%&-11.5%
- CCOc1ccc(CNC(=O)C2=Cc3cc(Br)ccc3OC2)cc1OC
→ nt | 20.3% | -6.3%[60.1 µM] | -15.2% | -9.3 | 7.6% | 20.1% | -10.4% | -18.3%
- COc1ccc(-c2nsc3c(N4CCCCC4)ncnc23)cc1
→ ? | 19.0% | -18.6% | -8.6% | -15.5 | -9.3% | 18.3% | -0.6% | -1.5%
- CCOc1cccc(N2C(=O)CC(N3CCN(c4nc5ccccc5s4)CC3)C2=O)c1 (stereo not drawn)
→ -2.8% | 17.0% | -5.2% | -9.9% | 10.8 | -11.6% | 13.5% | -5.9% | -12.6%
- CN(CC(=O)Nc1cccc(F)c1)C(=O)c1ccc(N2CCCCCC2)c([N+](=O)[O-])c1
→ 26.9% | 75.1%[activator] | -13.9% | nt | 0.3 | -1.3% | nt | nt | -10.3%
- Cc1ccc2oc(=O)cc(CN3CCCCC3)c2c1
→ 1.0% | 75.2%[activator] | -3.3% | -9.9% | -17.3 | -8.3% | 17.1% | -0.5% | -8.6%
- Cc1ccccc1Cn1nc(C)c(NC(=O)c2ccccc2)c1C
→ -4.3% | 148.9%[activator] | -11.8% | -5.0% | 0.5 | 0.6% | 13.8% | 0.6% | -1.2%
- O=C(Nc1cccn(Cc2c(Cl)cccc2Cl)c1=O)c1ccccc1Cl
→ -6.8% | -10.1% | 3.7% | -6.2% | -12.1 | -8.6% | 19.3% | -5.7% | -12.5%
- COc1ccc(CCNC(=O)CCNS(=O)(=O)c2cc(Br)cnc2N)cc1OC
→ -8.2% | -14.5% | -6.4% | -2.2% | 5.2 | -4.0% | 16.8% | -2.7% | -8.9%
- COc1cccc(NC(=O)Cn2c(=O)n(CCc3ccc(OC)c(OC)c3)c(=O)c3ccccc32)c1
→ nt | -7.8% | -13.3% | -2.6% | nt | -6.9% | 0.4% | -0.6% | -4.7%
- Cc1nc(N)[nH]c(=O)c1CC(=O)OCCCl
→ 6.7% | 5.0% | -1.7% | 18.1% | 2.1 | -6.4% | -8.8% | -1.7% | -1.6%
- Cc1nn(-c2ccc(F)cc2)c(C)c1NS(=O)(=O)c1ccc(Cl)cc1
→ 12.2% | -14.6% | 8.8% | 6.7% | 2.7 | -10.1% | 2.5% | -14.3% | -11.2%
- CN(C(=O)COC(=O)c1ccc(Cl)s1)C1(C#N)CCCCC1
→ 17.5% | -2.7% | -5.7% | nt | 24.1 | 5.3% | nt | nt | 2.7%
- O=C(c1ccc2c(c1)OCO2)N(c1ccc(Cl)cc1)C1C=CS(=O)(=O)C1 (stereo not drawn)
→ -5.3% | 13.8% | 2.1% | -17.1% | -21.6 | nt | 5.4% | 1.0% | -6.4%
- COc1cc(O)c(C(CC(=O)N2CCCCC2)c2ccc(N(C)C)cc2)c(OC)c1 (stereo not drawn)
→ 7.6%&2.1% | -4.2%&21.5% | -7.1%&2.0% | -13.0%&9.9% | nt | -3.5% | 2.8% | -7.1%&-2.6% | -18.3%
- CC(C)NC(=O)NC(=O)COC(=O)c1ccccc1O
→ 4.5% | 10.3% | -29.0% | -13.6% | -8.8 | 11.1% | 1.1% | -1.5% | -16.8%
- CCc1ccc(OCC(=O)N(C)C)c(Br)c1
→ -2.5% | -8.5% | -9.3% | -9.3% | 22.0 | nt | 4.5% | -1.7% | -5.7%

# An excerpt; the hit share may differ from the screen's.
